# CDK5 p35 inh = inhibitors of human CDK5/p35 kinase, primary screen, biochemical, single concentration | Cyclin-dependent kinase 5 (Homo sapiens) + Cyclin-dependent kinase 5 activator 1 (Homo … | Recombinant CDK5/p35, ADP-Glo luminescence, 60 min | inhibition, % at 10 µM | 330,000 compounds, 0.01% hits;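 active = highest replicate inhibition of at least 50% and at least 75% of replicates reaching 50%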;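 note: plate controls were DMSO neutral control for no effect and GW8510 at 10 µM for full effect; many of its hits are not listed in these tables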
# Wnt bcat act = Wnt/beta-catenin pathway activators, primary screen, cell-based, plate reader, single point; Wnt/beta-catenin reporter cell assay, activator; AID 743398, 2014; activation, % at 9.35 µM; 300,000 compounds, 1.2% hits; in the data active = activation above about 30%, passing the limit was not always enough;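 note: 0% = neutral control wells and 100% = positive control wells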
# V-ATPase pHluor = regulators of yeast V-ATPase proton pumping, primary screen, pHLuorin cytosolic pH fluorescence; S. cerevisiae; response, % at 10 µM; 350,000 compounds, 0.37% hits; AID 504577, 2011; in the data active = response mostly above about 7.3%, no sharp cut-off; inactive = mostly below about 5.4%; note: actives read high; inactives centre near 0; some compounds called inactive have numbers as strong as hits; reference of the scale not given here
# dFosB activator = activators of delta FosB homodimer, primary screen, biochemical, fluorescence polarization, TAMRA-CDK5 oligo, single point | Protein FosB (Mus musculus), P13346 | activation, % at 25 µM | 340,000 compounds, 0.99% hits | purified delta FosB; percent of positive-control signal above neutral wells;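 active = mean activation above about 17%, with every replicate also reaching it, limit read from the data, passing the limit was not always enough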;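 note: fluorescence polarization rise as delta FosB binds a TAMRA Cdk5 AP-1 oligo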
# Target sequence (P13346 whole entry, looked up): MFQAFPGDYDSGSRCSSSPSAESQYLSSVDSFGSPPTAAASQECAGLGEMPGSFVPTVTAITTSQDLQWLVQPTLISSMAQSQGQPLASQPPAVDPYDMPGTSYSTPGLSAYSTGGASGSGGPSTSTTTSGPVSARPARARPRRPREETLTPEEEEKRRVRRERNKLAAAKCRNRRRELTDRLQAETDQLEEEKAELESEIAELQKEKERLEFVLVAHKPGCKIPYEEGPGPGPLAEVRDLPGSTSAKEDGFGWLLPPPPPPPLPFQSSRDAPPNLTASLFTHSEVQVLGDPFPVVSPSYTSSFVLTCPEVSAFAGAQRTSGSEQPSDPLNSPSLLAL
# PvdQ acylase = P. aeruginosa PvdQ acylase inhibitors, primary screen, biochemical, fluorescence, plate reader and imaging, single point; AID 488965, 2010; purified PvdQ acylase; PvdQ acylase [Pseudomonas aeruginosa LESB58]; 340,000 compounds, 0.063% hits; inhibition, % at 10 µM; in the data active = inhibition above about 30%, passing the limit was not always enough;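 note: 0% = vehicle neutral wells and 100% = reference inhibitor wells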
# HTR5A inv ag = HTR5A inverse agonists in luminescence cell assay, primary screen, counter-screen for OPRM1-OPRD1 heterodimer inverse agonist project, full-deck HTS; HTR5A cell line, inverse agonism; 340,000 compounds, 0.083% hits; inhibition, % at 9.3 µM; AID 504634, 2011; 5-hydroxytryptamine receptor 5A (Homo sapiens), P47898; in the data active = inhibition mostly above about 23%, no sharp cut-off; inactive = mostly below about 18%;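 note: 0% = cells with DMSO and 100% = no-cell wells with DMSO; some compounds called inactive have numbers as strong as hits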
# Target sequence (P47898 whole entry, looked up): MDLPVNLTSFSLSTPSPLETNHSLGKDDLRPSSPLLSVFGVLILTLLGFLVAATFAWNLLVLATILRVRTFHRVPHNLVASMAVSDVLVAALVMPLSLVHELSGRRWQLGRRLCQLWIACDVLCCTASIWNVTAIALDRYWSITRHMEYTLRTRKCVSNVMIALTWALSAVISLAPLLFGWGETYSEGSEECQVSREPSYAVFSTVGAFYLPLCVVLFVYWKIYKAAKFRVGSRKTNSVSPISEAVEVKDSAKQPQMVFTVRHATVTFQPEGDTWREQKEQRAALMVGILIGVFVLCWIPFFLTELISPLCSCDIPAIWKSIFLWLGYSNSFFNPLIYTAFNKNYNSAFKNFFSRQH
# HTR5A ag = HTR5A agonists in luminescence cell assay, primary screen, counter-screen for OPRM1-OPRD1 heterodimer agonist project, full-deck HTS | activation, % at 9.3 µM | cell-based | 5-hydroxytryptamine receptor 5A (Homo sapiens), P47898 | 340,000 compounds, 0.61% hits; in the data active = activation mostly above about 9.5%, no sharp cut-off; inactive = mostly below about 7.6%;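 note: 0% = cells with vehicle only and 100% = reference agonist; strong numbers were not always called active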
# SR-BI HDL uptake = inhibitors of SR-BI mediated HDL lipid uptake, primary screen, ldlA[mSR-BI] cells, fluorescence, single point; Scavenger receptor class B member 1 (Mus musculus), Q61009; 320,000 compounds, 0.96% hits; AID 488896, 2010; ldlA[mSR-BI] CHO cells, DiI-HDL uptake fluorescence, 3 h; inhibition, % at 12.5 µM;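 active = mean replicate inhibition of at least 70% and a set share of replicates each scoring 70 or more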;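 note: 0% = median of neutral control wells and 100% = median of positive control wells; values of inactives mirror those of a sister screen read the other way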
# MITF act = activators of MITF-driven TRPM1 promoter reporter, primary screen, cell-based, SK-MEL-5, luciferase, single point | SK-MEL-5 TRPM1-promoter luciferase, 24 h; % of positive control, neutral wells = 0 | activation, % at 12.5 µM | 300,000 compounds, 0.75% hits | AID 588334, 2011;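 active = mean activation of at least 80% with every replicate also reaching 80%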;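 note: 0% = neutral control wells and 100% = parthenolide positive control wells; values of inactives mirror those of a sister screen read the other way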
# NSD2 HMT inh = NSD2 histone methyltransferase inhibitors, primary screen, biochemical, AlphaScreen, single concentration, set 2; AID 743445, 2014; inhibition, % at 12.5 µM; 310,000 compounds, 0.54% hits; Histone-lysine N-methyltransferase NSD2 (Homo sapiens), O96028; NSD2 peptide methylation, 120 min; in the data active = inhibition above about 50%
# Active calls of the source: *; x = not tested or not shown.
# Each structure is followed by: CDK5 p35 inh	Wnt bcat act	V-ATPase pHluor	dFosB activator	PvdQ acylase	HTR5A inv ag	HTR5A ag	SR-BI HDL uptake	MITF act	NSD2 HMT inh
> COC(=O)[C@@H](Cc1ccccc1)NC(=O)Cn1cc(C)c(=O)[nH]c1=O
 : 0.4	-2	1	0	-11	-15	4	14	10	x
> CCN(C[C@H]1N[C@@](Cc2ccccc2)(C(=O)OC)[C@H]2C(=O)N(Cc3ccccc3)C(=O)[C@@H]12)C(=O)Nc1ccc(Cl)cc1
 : -0.5	-3	1	-5	2	11	-3	6	13	x
> CN1C(=O)CC(N2CCC(c3nc4ccccc4s3)CC2)C1=O (centres undefined)
 : -0.5	x	0	-1	-16	-22	-3	-18	-8	-6
> COc1ccc(CCNC(=O)CSc2nc(O)c(CCC(C)C)c(=O)[nH]2)cc1OC
 : -2.4	-1	2	-3	-11	-19	1	-1	-13	2
> C=CCc1ccc(OCCOCCNCCOC)c(OC)c1
 : -0.4	x	5	5	-10	-20	7	-3	-1	2
> CCCCCOc1ccc(CN2CCOCC2)cc1Cl
 : -2.7	14	0	1	-9	-28	9	-14	x	0
> N/C(=N\OC(=O)c1ccc2c(c1)OCO2)c1cccnc1
 : 3.5	62*	-4	-10	-16	-11	4	-6	77	5
> COC(=O)NCC(c1ccc2c(c1)OCO2)N1CCN(c2ccccc2)CC1 (centres undefined)
 : -0.6	-1	-3	-2	3	-4	0	-2	-9	2
> O=[N+]([O-])c1ccc(N2CCN(c3ccc(Cl)nn3)CC2)cc1NC1CC1
 : 2.4	1	3	-4	-3	0	-1	56	x	-2
> CN(Cc1ccccc1)C(=O)c1ccccc1NC(=O)c1ccccc1
 : 0.4	0	13	-3	-15	-11	3	-13	-5	-3
> COC(=O)N1CCc2c(sc(NC(=O)C3=COCCO3)c2C#N)C1
 : 1.4	1	0	-4	-5	12	-4	26	3	0
> COc1ccc(/C=N/NC(=O)c2ccncc2)cc1CN1CCN(c2ccc(F)cc2)CC1
 : -0.2	-3	1	-9	-4	-9	-1	5	2	8
> CCOC(=O)C(C)(C)Oc1cccc2c1S(=O)(=O)c1ccccc1-2
 : 0.6	0	4	-10	-8	4	-1	6	4	-5
> Cc1c(C(=O)N2CCN(CC(=O)Nc3ccccc3Cl)CC2)oc2ccc(Br)cc12
 : 1.4	-1	1	-8	-17	15	-6	1	3	6
> Cc1cccc(-n2c(SCc3ccc([N+](=O)[O-])cc3)nnc2-c2c[nH]c3ccccc23)c1
 : -2.2	-1	-1	-10	-11	8	-1	35	-8	0
> C#CCOC(=O)CCCNc1ccc([N+](=O)[O-])cc1[N+](=O)[O-]
 : 0.3	-3	-5	-1	4	1	0	-2	x	19
> Cn1c(CN2CCCCC2)nc2cc(NC(=O)c3cccs3)ccc21
 : 0.0	x	2	-5	-6	-19	9	-5	2	-4
> O=C(COc1ccc(S(=O)(=O)N2CCCC2)cc1Cl)NCc1ccc2c(c1)OCO2
 : 0.0	x	-2	-6	-13	9	-4	18	-7	-4
> CN(C(=O)Nc1ccccc1)C1CCCCC1
 : 1.0	6	0	-1	-10	-3	7	-9	29	-2
> O=c1c2cc(Br)ccc2nc2n1CCCCC2
 : x	x	-3	-3	9	0	4	0	28	-3
> C=CCn1c(C)c(C(C)=O)c(N2CCN(c3ccccc3)CC2)nc1=S
 : 1.4	x	2	-7	-18	8	-6	-6	15	x
> CCn1c2ccc(F)cc2c2nc3ccccc3nc21
 : 0.1	-3	9	-53	-1	1	0	36	4	-15
> O=C1CCCC2=C1C(c1ccc(O)cc1)c1c(ccc3ccccc13)N2 (centres undefined)
 : -1.5	-2	-1	-18	-16	x	x	-4	-18	-11
> CC(C)CCNS(=O)(=O)c1cc2c3c(c1)CCN3C(=O)CC2
 : 0.8	-2	-3	2	2	12	2	26	5	-2
> CCCOc1ccc(C2C(C(=O)c3ccc(C)o3)=C(O)C(=O)N2Cc2ccco2)cc1OCC (centres undefined)
 : -0.1	1	-2	-16	0	15	2	-20	-5	3
> CCOc1ccc(N(C(C)C(=O)N/N=C(\C)C(C)(C)C)S(C)(=O)=O)cc1 (centres undefined)
 : -1.2	-2	-1	1	-16	24	-10	-10	-2	0
> O=C(Nc1ccc(Br)cc1)c1csc(-c2ccncc2)n1
 : 2.7	-5	2	-19	-7	0	0	11	-2	-2
> C=CCn1c2ccccc2c2nnc(SCC(=O)OCN3C(=O)c4ccccc4C3=O)nc21
 : 0.6	x	-3	-1	12	25	-7	-13	-1	0
> O=C(NC1CCCCC1)C(c1ccc2ncccc2c1)N(Cc1ccccc1)C(=O)c1cccs1 (centres undefined)
 : 4.0	x	1	-16	-12	-7	-2	8	-20	1
> CCOC(=O)CC(=O)CSc1nc(C)cc(C)c1C#N
 : x	-4	1	-6	-9	18	-2	-21	8	6
> N/C(=N\OC(=O)Cc1cccc2ccccc12)c1ccccn1
 : -2.3	42*	0	-2	-18	-6	3	-8	79	13
> Nc1nnc(SCC(=O)Nc2ccc(Cl)c(C(=O)O)c2)s1
 : 1.1	-1	0	5	3	-4	1	-2	-13	1
> O=C1/C(=C\c2ccco2)SC(=S)N1Cc1ccccc1
 : -2.0	x	5	-20	-5	4	-1	-22	-23	-44
> Cc1nnc(NC(=O)CSc2nc(C(C)C)nc3sc(C)c(C)c23)s1
 : -1.7	x	2	-15	-10	14	-3	7	-4	12
> Cc1ccc(-c2nn(-c3cccc(F)c3)cc2CNCc2cccnc2)o1
 : -3.4	9	1	2	-4	-6	2	-9	46	-2
> Cc1oc(-c2ccccc2Cl)nc1CN1CCCC1c1ccc(F)cc1 (centres undefined)
 : -1.6	5	-3	-5	-13	-4	2	23	-18	8
> O=C(CSc1nc(=O)n(CCCN2CCOCC2)c2c1CCCC2)Nc1ccc(F)cc1
 : 0.7	-4	0	-14	-10	-26	3	-3	5	-2
> CCOc1ccccc1CNc1nc2ccccc2n1C
 : -1.3	0	2	-8	-23	-1	0	26	x	0
> O=C(C1CC(=O)N(c2ccccc2)C1)N1CCCCCC1 (centres undefined)
 : -0.5	3	-1	-5	-18	2	5	-2	5	-2
> Cc1nc(N)sc1-c1nnc(SCC(=O)Nc2nccs2)n1C
 : 0.1	x	7	-6	10	-24	-1	-18	8	0
> O=C(CN1CCOCC1)N1CCCc2ccccc21
 : 0.9	-1	-1	5	-10	-5	2	-28	12	-1
> O=C(O)CC(Cc1ccccc1)C(=O)Nc1ccc([N+](=O)[O-])cc1 (centres undefined)
 : -1.2	-3	2	1	3	11	-4	x	6	-1
> O=C(O)CCC(=O)Nc1ccc(OCC2CCCO2)cc1 (centres undefined)
 : 1.2	0	-1	6	-5	9	-3	5	x	1
> O=C(Nc1ccccc1C(=O)N1CCCC1)c1ncoc1-c1cccc(Cl)c1
 : 1.0	-2	-4	-16	-19	2	-1	x	-23	0
> Cc1ccc(CCC(=O)Nc2ccc(C)c(C)c2)o1
 : -0.1	2	-1	-7	-15	-17	1	6	26	3
> O=c1[nH]c2ccc(S(=O)(=O)N3CCCCC3)cc2s1
 : 0.8	-3	-2	3	-18	-11	-3	-12	x	x
> S=c1nc(Cc2ccccc2)[nH]c2ccccc12
 : 0.5	-1	4	-3	-15	-16	4	-11	-7	-5
> C=CCN1C(=O)c2ccc(C(=O)OCC(=O)N(CC)c3c(N)n(Cc4ccccc4)c(=O)[nH]c3=O)cc2C1=O
 : 1.8	-2	-7	-2	-7	-20	-1	11	-3	1
> COc1ccc(CNC(=O)c2cccc(S(=O)(=O)N3CCN(c4ccc(F)cc4)CC3)c2)cc1
 : -1.0	-1	0	-7	-20	13	-5	13	-10	0
> COc1ccc(Br)cc1/C=N/Nc1ccccn1
 : 1.6	-1	4	0	7	-26	7	14	x	0
> O=C1NC(=S)CN1c1ccccc1
 : 3.0	3	-2	11	-18	13	-1	-5	x	2
> S=c1[nH]nc(COc2ccccc2)n1/N=C/c1cccc(Cl)c1Cl
 : 0.7	2	1	-18	-14	-18	5	3	6	8
> CCCCNC(=O)c1ccc2c(c1)ncn2C1CCCCC1
 : 0.5	x	1	1	-11	0	0	2	18	-2
> O=C(CCCCCn1c(=S)[nH]c2ccc(N3CCOCC3)cc2c1=O)NCc1ccccc1
 : -1.2	-4	6	-7	-8	-2	1	20	-6	1
> C/C(=N\NC(=O)c1cccc(Br)c1)c1ccccn1
 : -2.1	0	5	-12	-15	-10	3	11	-56	6
> CCOC(=O)c1ccc(-n2ccnc2)c(NC(=O)c2ccc(C(C)(C)C)cc2)c1
 : -4.2	15	-1	-1	-7	6	-2	-30	-17	-2
> Cc1c(C(=O)NC2CCS(=O)(=O)C2)oc2ccccc12 (centres undefined)
 : 0.5	3	0	-2	-14	4	1	2	-27	2
> CC(c1ccccc1F)n1cc(C(=O)NCCCn2ccnc2)nn1 (centres undefined)
 : -0.9	-4	1	-1	7	1	2	-6	-1	-1
> CC(C)N(C(=O)/C=C/c1cccc([N+](=O)[O-])c1)C(C)C
 : -0.1	-5	0	1	-2	-7	3	25	-1	0
> COc1ccccc1NC(=O)C1CCCN(c2nc(C)cc(C)n2)C1 (centres undefined)
 : 0.3	-1	3	3	-9	-7	-3	7	x	-1

# (listing goes on)
# Each structure is followed by: CDK5 p35 inh	Wnt bcat act	V-ATPase pHluor	dFosB activator	PvdQ acylase	HTR5A inv ag	HTR5A ag	SR-BI HDL uptake	MITF act	NSD2 HMT inh
> Cc1cccc(C)c1N1CCN(C(=O)Cn2cncn2)CC1
 : 1.9	-1	-1	2	-3	8	-3	-13	1	-3
> CCCCCC(=O)Nc1cccc(C2=NOC3(C2)C[C@@H](C(N)=O)N(C(=O)c2cc([N+](=O)[O-])cc([N+](=O)[O-])c2)C3)c1 (some centres undefined)
 : 0.0	-4	2	-3	-13	10	-4	16	-25	x
> CC(NC(=O)c1cccc(S(=O)(=O)N(C)C)c1)c1nc2ccccc2[nH]1 (centres undefined)
 : 2.4	-2	0	-8	9	-27	3	0	-14	6
> O=C(/C=C/c1cccc(O)c1)c1cccnc1
 : 1.8	-5	1	-1	7	6	-2	-4	1	6
> COc1cc(Cl)ccc1NC(=S)N(CCN(C)C)C(C)c1ccncc1 (centres undefined)
 : 2.1	-5	-1	-10	-10	-22	5	x	-9	0
> CCCNC(=O)CSc1nnc(-c2ccc(F)cc2)o1
 : 1.4	0	-4	2	6	1	0	-6	2	-7
> O=C(NC1CCCCC1)C(c1cccs1)N(C(=O)c1ccco1)c1ccc2c(c1)OCCO2 (centres undefined)
 : 1.3	0	-2	-2	3	-11	1	53	-1	0
> CCOC(=O)C1CCN(S(=O)(=O)c2ccc3c(c2)NC(=O)C(C)S3)CC1 (centres undefined)
 : -2.9	-2	1	-10	-12	9	-1	6	-6	7
